TGFb SMAD3 inh – TGF-b pathway inhibition; HepG2 CAGA-GFP TGF-b/SMAD3 reporter, GFP fluorescence, 18 h; TGF-beta stimulated, 500 pg/mL final; hit rate 1.2% among 410,000; AID 588855; Potency, µM (top dose mostly 46.1 µM), for the others: top-dose activity, negative = inhibition, actives largely listed as inhibitors; note: % is set by controls: 0 for no effect and ±100 for the full control effect; nearly all actives have a fitted effect of over 65% in size
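Smad-responsive CAGA-GFP expression was quantified in HEPG2 cells exposed to compounds and 500 pg/mL final TGF-beta for 18 h at 37 degrees C; unstimulated wells defined full inhibition.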
ATXN2 expr inh – reduces ATXN2 reporter expression in HEK-293 cells; HEK-293 ATXN2-luciferase reporter, luminescence, 24 h; Potency, µM (top dose mostly 57 µM), for inactives: at the top dose activity change, negative = inhibition, most hits filed as inhibitors; hit rate 0.72% among 360,000; note: % is set by controls: 0 for no effect and ±100 for the full control effect; nearly all actives have a fitted effect of over 55% in size
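ATXN2-luciferase reporter cells (luciferase flanked by upstream and downstream ATXN2 gene portions) were treated 24 h at 37 °C with compounds at up to 57 uM. SteadyGlo luminescence gave expression; GF-AFC fluorescence gave viability.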
ATXN viability – cell viability loss in ATXN counter-screen. S2 cells (HEK-293 line with an ATXN2-luciferase reporter) viability, CellTiter-Fluor protease fluorescence, 24 h. Potency, µM (highest dose often 56.7 µM), most hits filed as cytotoxic. hit rate 0.49% among 400,000; note: nearly all actives have a fitted effect of over 40% in size
Nrf2 ARE act – activators of Nrf2 (ARE) signaling; Potency, µM (doses to about 46.1 µM), for the others: at the highest dose activation, most hits filed as activators; AREc32 ARE-luciferase reporter (MCF7-derived line), luminescence, 24 h; hit rate 0.31% among 410,000; note: % of control where 0% means no effect; nearly all actives have a fitted effect of over 65% in size
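ARE-driven firefly luciferase activity in AREc32 cells measured after a 24 hr compound exposure at 37 deg C, using Steady-Glo reagent and a 30 min room-temperature hold.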
MCF10A rerep – DNA re-replication induction in MCF 10a cells. MCF 10A DNA re-replication, Hoechst nuclear intensity, 48 h. Potency, µM (series often up to 46.1 µM), inactives show at the top dose activity, positive = re-replication, hits mostly activators. hit rate 2.9% among 350,000. AID 624296; note: % of control where 0% means no effect; nearly all actives have a fitted effect of over 50% in size
Nrf2 block – Nrf2 pathway inhibition | A549 ARE-Fluc reporter, luciferase luminescence, 18-24 h | Potency, µM (titrated, usually from 46 µM), for inactives: top-dose activity change, negative = inhibition, usual class: inhibitors | hit rate 2.1% among 360,000 | AID 504444; note: % is set by controls: 0 for no effect and ±100 for the full control effect; nearly all actives have a fitted effect of over 60% in size
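A549 ARE_Fluc cells, 5000/well, 5% FBS OPTI-MEM; compounds in dose-response, 18-24 h at 37 °C/5% CO2; CellTiter-Fluor viability read (Ex 405/Em 525), then BugLite luciferase luminescence = Nrf2 activity.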
A549 tox – kills or reduces viability of A549 cells in Nrf2 counter-screen. A549 ARE-Fluc cells, CellTiter-Fluor viability, 18-24 h. Potency, µM (highest dose often 46 µM), inactives show top-dose activity change, negative = cytotoxicity, usual class: inhibitors. hit rate 0.16% among 390,000. AID 504648; note: % is set by controls: 0 for no effect and ±100 for the full control effect
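Cytotoxicity counterscreen: CellTiter-Fluor fluorescence was measured in A549 ARE_Fluc cells after 18-24 h of compound exposure in a concentration series. The subsequent BugLite luminescent read reports ARE-luciferase activity.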
HepG2 viability – kills HepG2 cells in TGF-b inhibitor counter-screen; HepG2 CAGA-GFP viability, ATP luminescence, 18 h; Potency, µM (highest dose often 46.1 µM), for inactives: top-dose activity change, negative = cytotoxicity, hits mostly cytotoxic; hit rate 0.76% among 410,000; AID 588856; note: some results filed as inactive show a strong effect at the top dose
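CellTiter-Glo luminescence gave cytotoxicity after 18 hours at 37 degrees C. The cells were HepG2 CAGA-GFP in 1% FBS DMEM, stimulated with 500 pg/mL TGF-beta after compound addition. %Activity was normalised to no-cell wells (complete cell-killing) and DMSO (no toxicity), and curves were fitted and classified.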
EPAC2 antagonist – blocks human EPAC2 exchange factor. Q8WZA2. EPAC2 GEF exchange of Rap1B-BODIPY-GDP, fluorescence. Potency, µM (doses to about 114 µM), inactives show at the top dose activity, negative = inhibition, usual class: inhibitors. hit rate 0.18% among 360,000; note: % is set by controls: 0 for no effect and ±100 for the full control effect; nearly all actives have a fitted effect of over 45% in size; many of its hits are not listed in these tables
Target sequence (Q8WZA2 whole entry, looked up): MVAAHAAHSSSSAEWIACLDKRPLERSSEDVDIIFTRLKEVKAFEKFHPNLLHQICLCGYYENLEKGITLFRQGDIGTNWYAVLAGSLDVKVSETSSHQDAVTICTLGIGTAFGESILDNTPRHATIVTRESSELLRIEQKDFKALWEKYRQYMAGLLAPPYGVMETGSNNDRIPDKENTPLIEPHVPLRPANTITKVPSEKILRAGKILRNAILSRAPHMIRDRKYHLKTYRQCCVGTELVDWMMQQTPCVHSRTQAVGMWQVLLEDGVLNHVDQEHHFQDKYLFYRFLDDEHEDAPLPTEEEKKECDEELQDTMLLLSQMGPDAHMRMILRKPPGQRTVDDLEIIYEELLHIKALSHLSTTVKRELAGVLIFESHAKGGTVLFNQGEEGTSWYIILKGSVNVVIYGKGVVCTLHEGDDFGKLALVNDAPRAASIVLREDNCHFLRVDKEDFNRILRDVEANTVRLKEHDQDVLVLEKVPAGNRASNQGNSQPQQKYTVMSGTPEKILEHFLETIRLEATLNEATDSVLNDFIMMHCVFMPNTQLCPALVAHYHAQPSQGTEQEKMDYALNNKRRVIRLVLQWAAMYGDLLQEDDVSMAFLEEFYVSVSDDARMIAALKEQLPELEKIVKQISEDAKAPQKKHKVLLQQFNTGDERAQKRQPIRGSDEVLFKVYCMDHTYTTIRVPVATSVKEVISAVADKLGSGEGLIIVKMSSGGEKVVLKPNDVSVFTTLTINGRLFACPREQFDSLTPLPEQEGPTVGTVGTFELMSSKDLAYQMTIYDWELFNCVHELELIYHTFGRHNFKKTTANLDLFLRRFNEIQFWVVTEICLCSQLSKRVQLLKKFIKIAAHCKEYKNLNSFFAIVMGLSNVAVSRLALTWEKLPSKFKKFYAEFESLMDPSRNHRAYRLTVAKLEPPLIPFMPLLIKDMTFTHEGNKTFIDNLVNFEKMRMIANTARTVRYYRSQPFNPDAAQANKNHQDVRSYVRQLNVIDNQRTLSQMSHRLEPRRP
An asterisk follows results filed as active; i = inactive; ? = inconclusive; nt = not tested or not shown; & = joins results of further samples; [ ] = remark or other dose. Calls come from the whole dose curve; as a rule, active = well fitted curve in the direction sought with a large enough effect; inconclusive = small, poorly fitted or top-dose-only effect, or another doubt; inactive = no such curve, though single readings can be large; an effect the other way counts as inactive or inconclusive. Potency is the fitted concentration of half-maximal effect.

The opening 2 compounds as a preview:
mol,Nrf2 block,TGFb SMAD3 inh,A549 tox,ATXN viability,ATXN2 expr inh,MCF10A rerep,EPAC2 antagonist,Nrf2 ARE act,HepG2 viability
O=C(CSc1nnc(CNC(=O)c2ccccc2)o1)c1ccccc1,7%,-19%,8%,i,4%,-33%[inhibitor],-6%,2.0%,12%
Cc1c(C(=O)N2CCOCC2)oc2c1-c1nn(CC(=O)NCc3ccccc3)cc1CC2,-14%,-19%,4%,nt,nt,nt,nt,-1.1%,-18%

The whole of this part, previewed entries included:
mol,Nrf2 block,TGFb SMAD3 inh,A549 tox,ATXN viability,ATXN2 expr inh,MCF10A rerep,EPAC2 antagonist,Nrf2 ARE act,HepG2 viability
O=C(CSc1nnc(CNC(=O)c2ccccc2)o1)c1ccccc1,7%,-19%,8%,i,4%,-33%[inhibitor],-6%,2.0%,12%
Cc1c(C(=O)N2CCOCC2)oc2c1-c1nn(CC(=O)NCc3ccccc3)cc1CC2,-14%,-19%,4%,nt,nt,nt,nt,-1.1%,-18%
CCc1ccc(NC(=O)CSc2nc3ncc(Br)cc3[nH]2)cc1,?,11%,1%,i,-15%,12µM*,-3%,1.0%,0%
CCOC(=O)C1=C(C)N=c2s/c(=C\c3ccc(C(=O)O)cc3)c(=O)n2C1c1ccc(OC)cc1OC (stereo not drawn),?,-1%,?,?,-19%,-12%,?,3.1%,-20%
Cc1cccc(CC(=O)Nc2sc(C(C)C)cc2C(=O)N2CCOCC2)c1,-27%,14%,10%,i,-15%,17%,-28%,0.5%,-21%
CCCCn1c(=O)[nH]c(=O)c2c1nc(-c1cc(Br)c(OCC)c(OC)c1)n2C,1%,1%,2%,i,-17%,2%,1%,0.4%,-1%
O=C(O)CSCC(=O)N1CCN(c2nc3cc(Cl)ccc3s2)CC1,1%,-2%,-1%,i,5%,1%,-1%,-0.6%,2%
O=C(CSC1=NC(=O)C(Cc2ccccc2)C(=O)N1)NC1CCCCC1 (stereo not drawn),7%,-2%,-7%,i,1%,3%,7%,0.3%,4%
COCCCNC(=S)NNC(=O)C(O)(c1ccccc1)c1ccccc1,0%,18%,-1%,i,-10%,3%[9.22 µM],-16%,-0.3%,12%
CCCCN=c1scc(-c2ccc3c(c2)NC(=O)CO3)n1N=C1CCCC1,nt,?,-18%,i,?,?,-6%,4.1%,-25%
Cc1ccc(-n2nnnc2CNC(=O)c2ccc3c(c2)OCO3)cc1C,-12%,7%,-7%,i,4%,-6%,-3%,0.4%,-4%
Cc1cc(C)c(NC(=O)CSc2nc3ccccc3nc2N2CCCCC2)c(C)c1,-13%,1%,-4%,i,-10%,nt,nt,3.0%,-27%
O=C(CSc1ccccc1)Nc1ccc(NC(=O)c2ccco2)cc1,-15%,2%,1%,i,27%,-26%,18%,0.0%,4%
COc1ccc(-c2nnc(SCC(=O)NNC(=O)Cc3ccccc3)n2C)cc1OC,-11%,1%,-5%,i,-6%,0%,8%,-0.2%,3%
CCC(=O)N1CCCC(C)(C(=O)Nc2ccc(C)c(C)c2)C1 (stereo not drawn),nt,36%[activator],nt,i,10%,nt,0%,3.6%,-10%
COc1ccc(C(C)(C)C)cc1NC(=O)COC(=O)CN1C(=O)NC2(CCCCC2C)C1=O (stereo not drawn),?,3%,1%,i,3%,7%,-2%,-0.9%,-3%
O=c1[nH]c(CN2CCN(S(=O)(=O)c3ccc(Cl)cc3)CC2)nc2cc(Cl)ccc12,-26%,5%,7%,i,-6%,10%,-11%,-0.5%,-9%
COC(=O)/C(C#N)=C/c1c(N2CCN(c3ccccc3)CC2)nc2c(C)cccn2c1=O,?,-8%,-9%,i,4%,0%,0%,8.2%,-5%
Cc1ccc(-c2cnc3ccccc3n2)cc1C,?,-15%,10%,i,nt,18µM*,-5%,10%,-63%
Cn1c(C(=O)OCC(=O)NCc2ccco2)cc2sccc21,9%,-28%,-2%,i,6%,23%,1%,7.9%,6%
COC(=O)N/N=C1\CCCc2ccccc21,3%,-1%,-1%,i,4%,8%,6%,0.3%,8%
COc1ccc(NC(=O)CSc2n[nH]c(C)c2[N+](=O)[O-])cc1,12%,3%,?,i,nt,-1%,6%,-0.7%,-5%
O=C(CCC(=O)c1ccc(F)cc1)NC1CCCN(Cc2ccccc2F)C1 (stereo not drawn),3%,-10%,6%,i,nt,-2%,-3%,-0.4%,-10%
Cc1cc(C)n2[nH]c(=O)c(N=Nc3ccc(S(N)(=O)=O)cc3)c2n1,5%,-11%,-24%,?,-38%,3%,-14%,5.3%,0%
Cc1ccc(NCc2n[nH]c(=S)n2-c2ccccc2)c(C)c1,1%,-4%,3%,i,?,16%,13%,-0.5%,0%
Cc1ccc2ccc(C(Nc3ccccn3)c3ccccc3)c(O)c2n1 (stereo not drawn),?,?,-23%&-14%,i,?,7%,-25%,7.8%&9.0%,-21%&-26%
CCOC(=O)C1(Cc2ccccc2C#N)CCCCC1=O (stereo not drawn),?,0%,3%,i,9%,4%,-11%,0.1%,-28%
COc1ccccc1-c1ccc(SCc2cccc(F)c2)nn1,8%,-10%,16%,nt,10%,?,-4%,4.6%,-3%
O=C(COc1ccccc1)Nc1ccccc1C(=O)OCc1cc(=O)n2nc(C3CC3)sc2n1,nt,-23%,1%,i,12%,nt,nt,-0.6%,-3%
CCCCn1c(SCC(=O)N2CCCc3ccccc32)nc2c1c(=O)n(C)c(=O)n2C,8%,?,22%,i,-21%,5%,-4%,-0.2%,-19%
CC1=C(C(=O)OCC2CCCCC2)C(c2ccccc2F)NC(=O)N1 (stereo not drawn),?,?,2%,i,-11%,?,-2%,-0.9%,-82%
Cc1ccc(Nc2cc(C(=O)NCCCN3CCOCC3)c3ccccc3n2)cc1C,9%,-30%,0%,i,6%,10µM*,-7%,7.3%,-19%
Cc1cc(C)n(CCNC(=O)c2cc(COc3ccc4ncccc4c3)on2)n1,?,-10%,2%,i,-32%,-4%,-7%,-0.2%,-8%
CCCCn1c(N)c(N(CCC(C)C)C(=O)CSc2nnc(Nc3ccccc3)s2)c(=O)[nH]c1=O,7%,-15%,0%,i,18%,-2%,34%[activator],6.8%,5%
COc1ccccc1N1CCN(C(=O)CSc2nc3ccccc3nc2N2CCCCC2)CC1,-28%,?,1%,?,-1%,?,-7%,-0.3%,-10%
Cc1ccc(C(c2sc3nc(-c4ccco4)nn3c2O)N2CCN(Cc3ccccc3)CC2)cc1 (stereo not drawn),nt,?,1%,i,3%,nt,nt,4.4%,5%
Cc1n[nH]c(C)c1CCC(=O)N/N=C/c1c(C)[nH]c2ccccc12,0%,3%,-3%,?,2%,-3%,0%,2.9%,-11%
CCn1c(CCNC(=O)c2ccc(C)cc2)n[nH]c1=S,9%,6%,-5%,i,8%,-7%,19%,-0.5%,-3%
Cn1cccc1/C=N/n1c(-c2ccc(Cl)cc2)n[nH]c1=S,nt,32%,2%,i,-11%,?,-2%,2.9%,10%
COc1ccc(NC(=O)CCC(=O)N/N=C/c2ccncc2)cc1,-1%,-17%,-2%,i,-8%,-1%,6%,-0.8%,-16%
O=C(Nc1ccc(NC(=O)c2cccs2)cc1)c1ccc(Br)cc1,20%,?,1%,i,-15%,nt,nt,10%,-17%
O=C1CCc2cc(S(=O)(=O)N3CCCCC3)cc3c2N1CC3,-4%,35%,3%,?,13%,-21%,7%,-0.4%,8%
COc1ccc2c(Cl)c(C(=O)OCC(=O)c3ccc4c(c3)NC(=O)CO4)sc2c1Cl,?,-6%,0%,i,nt,-3%,0%,-0.9%,-9%
COc1ccc(S(=O)(=O)N(C)CC(=O)NCc2cccnc2)cc1Cl,-16%,20%,?,i,-2%,19%,-5%,0.2%,-1%
CCN(CC(=O)Nc1ccc2c(c1)OCCO2)C(=O)COc1ccc(C(C)=O)cc1,nt,-5%,nt,i,nt,nt,-9%,0.4%,-25%
CC(C)N(C(=O)[C@H]1C[C@H](CC(=O)NCCc2ccccn2)C(=O)N2CCc3c([nH]c4cc(-c5ccco5)ccc34)[C@]12C)C(C)C,?,?,-14%,?,?,?,-8%,19%,-19%
COc1cc(C(C)=O)ccc1OCc1cn(CC(=O)c2ccc(O)cc2)nn1,18%,-26%,-13%,i,14%,-12%,21%,3.7%,-18%
Cc1ccccc1OCC(=O)Nc1ccc(N2CCN(C(=O)C(C)C)CC2)c(Cl)c1,?,-4%,?,?,?,18%,-9%,0.1%,-29%
CCc1nc2c(OCCn3cccc3)cccn2c1N(C)C(=O)c1ccc(C)cc1,nt,-3%,nt,i,-1%,nt,-6%,-0.7%,-7%
COc1ccc(Cn2c(CO)cnc2SCc2ccccc2C)cc1,nt,-24%,0%,i,42%[activator],nt,nt,7.2%,-35%
C=CCn1c(N)cc(=O)nc1SC(C)C(=O)Nc1ccc(C(=O)OCC)cc1 (stereo not drawn),4%,29%,5%,i,2%,3%,-13%,1.6%,1%
CCCn1c(SCC(=O)Nc2cccc(C)n2)nnc1C(C)C,?,3%,0%,i,-5%[11.3 µM],-4%,6%,0.0%,4%
Cc1ccc(S(=O)(=O)N(C)C)cc1NC(=O)c1cc(-c2ccncc2)nc2ccccc12,16%,-4%,5%,i,-30%,-8%,7%,2.8%,-14%
CN(CCc1ccccc1)C(=O)c1ccc(NC(=O)Cc2ccc(NC(=O)C3CCCN(C(=O)C4CCCCC4)C3)cc2)cc1 (stereo not drawn),?,-6%,-10%,?,-18%,?,4%,4.2%,-13%

Bioassay records deposited in PubChem BioAssay by National Center for Advancing Translational Sciences (NCATS).

An excerpt, so the mix of outcomes need not match the whole.
